GluA2 TARP mod: GluA2-stargazin AMPA receptor complex modulation; AID 1259245; actives 3.5% (n = 40,000); calls only at 30 µM; HEK293 GluA2+stargazin, membrane potential dye (FDSS), glutamate EC50; hits were called plate by plate, in both directions;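 active = any of four per-well response measures lying three or more SD from its plate-wide compound average, in either direction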
Target sequence (O88602 whole entry, looked up): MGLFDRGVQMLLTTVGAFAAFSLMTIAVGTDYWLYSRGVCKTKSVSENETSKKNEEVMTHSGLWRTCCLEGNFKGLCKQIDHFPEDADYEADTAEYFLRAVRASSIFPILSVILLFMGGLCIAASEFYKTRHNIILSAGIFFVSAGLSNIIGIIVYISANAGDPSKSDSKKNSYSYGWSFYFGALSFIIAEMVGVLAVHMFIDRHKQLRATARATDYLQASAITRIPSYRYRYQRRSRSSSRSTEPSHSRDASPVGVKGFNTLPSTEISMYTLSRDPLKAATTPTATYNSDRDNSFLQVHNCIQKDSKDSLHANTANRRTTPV
Target sequence (P19491 whole entry, looked up): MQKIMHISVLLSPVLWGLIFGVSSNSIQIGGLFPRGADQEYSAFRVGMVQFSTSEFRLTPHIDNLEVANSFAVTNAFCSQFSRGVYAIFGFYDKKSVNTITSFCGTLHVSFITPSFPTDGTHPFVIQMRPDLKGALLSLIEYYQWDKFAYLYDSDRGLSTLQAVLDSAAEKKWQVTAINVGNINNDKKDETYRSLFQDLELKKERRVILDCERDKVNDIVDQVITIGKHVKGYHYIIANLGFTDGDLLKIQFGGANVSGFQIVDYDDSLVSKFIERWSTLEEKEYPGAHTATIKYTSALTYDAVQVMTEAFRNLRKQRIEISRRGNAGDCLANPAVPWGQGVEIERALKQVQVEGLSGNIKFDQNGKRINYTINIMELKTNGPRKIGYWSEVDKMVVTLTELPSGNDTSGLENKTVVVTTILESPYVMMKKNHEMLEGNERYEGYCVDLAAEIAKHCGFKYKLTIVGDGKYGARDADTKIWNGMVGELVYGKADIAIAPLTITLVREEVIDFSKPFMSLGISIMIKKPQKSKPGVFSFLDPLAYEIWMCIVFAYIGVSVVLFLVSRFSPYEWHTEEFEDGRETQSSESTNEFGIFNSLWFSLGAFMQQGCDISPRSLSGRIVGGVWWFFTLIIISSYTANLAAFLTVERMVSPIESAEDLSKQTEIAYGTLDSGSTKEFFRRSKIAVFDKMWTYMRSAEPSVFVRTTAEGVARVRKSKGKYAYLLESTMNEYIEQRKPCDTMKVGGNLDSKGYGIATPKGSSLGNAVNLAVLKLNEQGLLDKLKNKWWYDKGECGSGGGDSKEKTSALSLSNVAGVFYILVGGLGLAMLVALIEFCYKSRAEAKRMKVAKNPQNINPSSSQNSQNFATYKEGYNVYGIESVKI
GluA2 TARP mod agonism max-min: recorded beside GluA2 TARP mod, whose call it bears; compound max-min signal; compound-alone response (agonism);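 unitless range of fluorescence divided by baseline over first 100 seconds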
GluA2 TARP mod glutamate slope: second read-out of GluA2 TARP mod, no call of its own (marks repeat the call); glutamate slope, % of max; measured here: glutamate response slope, % max;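 scaled per plate between vehicle wells and maximal 1 mM glutamate control wells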
The depositor's hits bear a star; i = inactive; + = active, no number; & = joins results of further samples. An excerpt; count on the stated rates, not on these rows.

SMILES	GluA2 TARP mod	GluA2 TARP mod agonism max-min	GluA2 TARP mod glutamate slope
CCOC(=O)N1CCN(CC(O)COc2ccccc2[N+](=O)[O-])CC1 (stereo not drawn)	i	0.045	50
O=C(NCCC1=CCCCC1)C(=O)NCC1CCN(Cc2cccs2)CC1	i	0.057	62
CCCCOc1ccc(NC(=O)Nc2ccc3c(c2)CCCN3S(=O)(=O)c2ccccc2)cc1	i	0.096	38
O=C(CCSc1ccc(F)cc1)Nc1ccc2scnc2c1	i	0.06	51
CC1CCCCN1c1ccc(N2CCN(S(=O)(=O)c3cccc([N+](=O)[O-])c3)CC2)nn1 (stereo not drawn)	i	0.086	51
COc1ccc(S(=O)(=O)N2CCCOC2CNC(=O)C(=O)NCCCN2CCCC2=O)cc1 (stereo not drawn)	i	0.1	69
O=C(NCCc1ccc(Cl)cc1)c1ccc(N2CCCCS2(=O)=O)cc1	i	0.1	50
Cc1ccc(NCCn2c(C)cn3c4c(=O)n(C)c(=O)n(C)c4nc23)cc1	i	0.13	57
CCCOc1ccnc2c1c(=O)n(CC(=O)NCC1CCCO1)c(=O)n2C (stereo not drawn)	i	0.025	34
CCOC(=O)N1CCC(NC(=O)c2cc(-c3cccc(OC)c3)nn2C)CC1	i	0.084	63
O=C(CCCS(=O)(=O)c1ccc(F)cc1)Nc1ccc([N+](=O)[O-])cc1	i	0.16	50
CCOc1ccccc1C(=O)NCC1CCN(Cc2cccs2)CC1	i	0.063	44
Cc1cc(=O)[nH]c(-n2nc(-c3ccco3)cc2NC(=O)c2cccs2)n1	i	0.1	49
C#CCn1c(C2CC(=O)N(C(C)(C)C)C2)nc2ccccc21 (stereo not drawn)	i	0.036	41
O=C(N=C1SC2CS(=O)(=O)CC2N1c1ccc(Cl)cc1)c1ccccc1 (stereo not drawn)	i	0.051	34
CCCNC(=O)CSc1nnc2c(=O)n(-c3ccc(F)cc3)ccn12	i	0.024	51
O=C(COc1ccccc1)NCCOc1ccc(-c2ccc(F)cc2)nn1	i	0.047	65
NCC1CCN(Cc2ccsc2)CC1	i	0.049	62
COc1ccc(NC(=O)c2cccs2)cc1N1CCCCC1=O	i	0.051	50
COc1cccc(-n2nnc3c(N4CCN(C(=O)COc5ccccc5)CC4)ncnc32)c1	i	0.042	49
COc1ccc(Cl)cc1NC(=O)N1CCN(Cc2nc(-c3cccs3)cs2)CC1	i	0.16	54
O=C(c1ccco1)N1CCc2ccc(NS(=O)(=O)C3CCCCC3)cc21	i	0.059	45
O=C(NCCC1=CCCCC1)C1CN(C(=O)c2c[nH]c3ccccc23)C1	i	0.11	50
COc1ccc(OCCCC(=O)Nc2ccccc2C)cc1	i	0.085	86
CC(NC(=O)C(=O)NCC1CCN(S(=O)(=O)c2cccnc2)CC1)c1ccccc1 (stereo not drawn)	i	0.097	62
COCCn1c(-n2nc(C)cc2C)nc2c1c(=O)n(C)c(=O)n2C	i	0.058	40
COc1cccc2cc(-c3ccccc3)c(=O)oc12	i	0.044	39
CCC(C(=O)NCC#CCN1CCc2ccccc2C1)c1ccccc1 (stereo not drawn)	i	0.05	58
Cc1ccc(S(=O)(=O)N(C)c2ccsc2C(=O)Nc2ccc(F)cc2)cc1	i	0.089&0.049	48&119
CSc1ncccc1C(=O)Nc1ccc(CC(=O)NC2CC2)cc1	i	0.084	52
O=C(CN(Cc1ccc(Cl)cc1)S(=O)(=O)c1cccnc1)NCCc1ccccc1	i	0.083	66
CCN(CC)C(=O)CSc1ccc(S(=O)(=O)C(F)(F)F)cc1[N+](=O)[O-]	i	0.082	46
CCOc1ccccc1-c1noc(Cn2c(=O)n(Cc3ccc(F)cc3)c(=O)c3sccc32)n1	i	0.1&0.047	55&106
COc1ccc(N2C(=O)C3N=NN(CC(=O)Nc4ccc(Cl)cc4)C3C2=O)cc1OC (stereo not drawn)	i	0.11	55
CCOCCn1c(=O)c2c(nc3n(-c4ccc(C)cc4)c(-c4ccccc4)cn23)n(C)c1=O	i	0.06	50
COCCNC(=O)C(=O)Nc1cccc(N2CCCCC2=O)c1	i	0.051	46
COc1cn(-c2ccc(F)cc2)nc1C(=O)Nc1cccc(NC(C)=O)c1	i	0.13	63
CC1(C)Cc2c(c(N3CCOCC3)nc3sc4c(=O)[nH]cnc4c23)CO1	i	0.083	32
Cc1nc2ccccc2c(=O)n1-c1ccc(NC(=O)COc2ccc3c(c2)OCO3)cc1	i	0.069	64
CCCCNC(=O)C(=O)Nc1c2c(nn1-c1ccc(F)cc1)CS(=O)(=O)C2	i	0.081	54
O=C(CSc1nc2ccccc2c(=O)n1NC(=O)Cc1ccccc1)NCc1ccccc1	i	0.078	57
COc1cc(NS(=O)(=O)CCc2ccccc2)ccc1N1CCCC1=O	i	0.093	52
O=C(NCC1CCN(C(=O)c2cc3ccccc3o2)CC1)C(=O)Nc1ccon1	i	0.089	68
CCOC(=O)C1CCCN(S(=O)(=O)CCCOc2ccc3c(c2)OCO3)C1 (stereo not drawn)	i	0.092	65
Cc1nnsc1C(=O)Nc1ccc2c(c1)CN(C(=O)C1CC1)CC2	i	0.11	59
COCCCn1c(N)c(S(=O)(=O)c2cc(C)ccc2C)c2nc3ccccc3nc21	i	0.17	61
COC(=O)c1ccc(CSc2ncnc3c2nnn3C)o1	i	0.071	22
CCOc1ccccc1NC(=O)c1nc2nc(C)cc(C(F)F)n2n1	i	0.049	52
O=C(CCS(=O)(=O)c1ccccc1)NCC(c1cccs1)N1CCOCC1 (stereo not drawn)	i	0.086	41
Cc1ccc(C2C(C(=O)c3cc4ccccc4o3)=C(O)C(=O)N2CCCN(C)C)cc1 (stereo not drawn)	i	0.11	61
COc1ccc(S(=O)(=O)Nc2nc(C(=O)Nc3ccc(F)c(Cl)c3)cs2)cc1	i	0.14	29
O=C(Nc1cc(C(F)(F)F)ccc1Cl)c1ccc(=O)n(Cc2cccc([N+](=O)[O-])c2)c1	i	0.098	54
COC(=O)N1CCC(CNC(=O)C(=O)NCCC2=CCCCC2)CC1	i	0.1	61
COc1ccc(S(=O)(=O)CCCC(=O)Nc2ccc3sccc3c2)cc1	i	0.095	49
O=C(NCC1(c2cccs2)CCCC1)c1c(F)cccc1F	i	0.089	72
CC(O)(CNC(=O)Cc1cccs1)C1CC1 (stereo not drawn)	i	0.11	56
O=C(NCC1CCN(C(=O)Nc2ccc(F)cc2)CC1)C(=O)Nc1ccc(OC(F)(F)F)cc1	i	0.097	65
CNC(=O)CCNS(=O)(=O)c1ccc(OC)c(N(C)S(=O)(=O)c2ccccc2)c1	i	0.088	56
CC(C)(C)n1nc2c(c1NC(=O)C(=O)NCc1ccccn1)CSC2	i	0.04	69
NC(=O)c1csc(NC(=O)Nc2ccccc2C(F)(F)F)n1	i	0.12	72

Remaining list, next part:
SMILES	GluA2 TARP mod	GluA2 TARP mod agonism max-min	GluA2 TARP mod glutamate slope
O=C(CSC1=NS(=O)(=O)c2ccccc2N1)NC1CCCCC1	i	0.063	52
O=C(CCS(=O)(=O)c1ccc(Cl)cc1)Nc1nnc(-c2ccc(Br)s2)o1	i	0.098	31
Cn1cc(C(=O)NCc2c(F)cccc2F)nn1	+	0.086*	100*
CCOc1ccc(Cl)cc1S(=O)(=O)N1CCN(C)CC1	i	0.093	63
O=C(OCc1ccccc1)c1cc2cc(Br)ccc2oc1=O	i	0.12	61
O=C(CN1CCC(c2nnc(C3CC3)o2)CC1)NCC1CCCO1 (stereo not drawn)	i	0.085	64
CCCN(CCC)S(=O)(=O)c1cc([N+](=O)[O-])ccc1C	+	0.051*	89*
CCc1nc2sc(C(c3ccc(F)c(F)c3)N3CCCCC3)c(O)n2n1 (stereo not drawn)	i	0.064	63
O=S(=O)(c1cccc(F)c1)N1CCN(Cc2ccccc2)CC1	i	0.069	65
Cc1ccc(NC(=O)C(=O)NCCCN2CCN(c3ccccc3)CC2)cc1	i	0.093	61
O=C(NCC1CCCO1)C(=O)Nc1ccc(N2CCCS2(=O)=O)cc1 (stereo not drawn)	i	0.034	48
COC(=O)C12CC3CC(CC(NC(=O)c4cnccn4)(C3)C1)C2	i	0.12	48
CCn1nnc2c(NCC(OC)OC)ncnc21	i	0.1	61
Cc1ccnc(NC(=O)C2CCCN(c3cc(-n4cccn4)ncn3)C2)c1 (stereo not drawn)	i	0.066	60
CCNC(=O)C(=O)NCCC1CCCCN1S(=O)(=O)c1cc(C)ccc1C (stereo not drawn)	i	0.051	76
COc1ccc(/C=C/C(=O)NCCNc2cc(-n3ccnc3C)nc(C)n2)cc1OC	i	0.044	50
COCCn1c(=S)[nH]c2cc(C(=O)N3CCN(c4ccccc4)CC3)ccc2c1=O	i	0.15	66
CCn1nc(C)cc1C(=O)N(CCCN(C)C)c1nc2c(C)c(C)ccc2s1	i	0.065	47
CC1CCC(C(C)C)C(OCC(O)CN2CCOCC2)C1 (stereo not drawn)	i	0.057	46
Cc1cc(C)c(S(=O)(=O)N2CCCCCC2)c(C)c1	i	0.069	62
CCOc1ccccc1C(=O)Oc1c(S(=O)(=O)c2ccc(C)cc2)c(C)nn1C(C)(C)C	i	0.083	89
COc1ccc(NC(=O)c2csc(NS(=O)(=O)c3ccc(OC)cc3)n2)cc1	i	0.078	50
C=C(C)Cn1c(=O)c2c(nc3n2CCCN3c2ccc(Oc3ccccc3)cc2)n(C)c1=O	i	0.14	68
O=C(CSc1nc(=O)n(CC2CCCO2)c2c1CCCC2)NCc1ccc2c(c1)OCO2 (stereo not drawn)	i	0.029	58
COC(=O)c1ccc(NC(=O)CN2CCN(c3ccccn3)CC2)cc1	i	0.082	40
O=C(NCCOc1ccc2nnc(-c3ccccc3)n2n1)C(F)(F)F	i	0.068	50
CSCCC(C)(O)CNS(=O)(=O)c1ccc(C(C)C)cc1 (stereo not drawn)	i	0.14	61
Cc1c(C(=O)Nc2nc3c(s2)CCCC3)sc2nc(-c3ccccc3)cn12	i	0.16	68
Cc1cccc(-c2n[nH]n3c2nc(=O)c2ccc(C(=O)N4CCN(c5ccccc5F)CC4)cc23)c1	i	0.14	46
O=[N+]([O-])c1ccc(S(=O)(=O)NCC2COC3(CCCCC3)O2)cc1 (stereo not drawn)	i	0.17	87
CCn1c(C2CC(=O)N(Cc3ccc(OC)cc3)C2)nc2ccccc21 (stereo not drawn)	i	0.065	49
Cc1ccc(Cn2c(=O)c3c(nc4oc(-c5ccc(F)cc5)cn43)n(C)c2=O)cc1	+	0.11*	70*
O=C(/C=C/c1ccco1)N1CCC(c2ccsc2)CC1	i	0.11	72
Cc1cc(N2CCN(c3ccccc3F)CC2)nc(-n2cc([N+](=O)[O-])cn2)n1	i	0.04	36
O=C(CN1C(=O)CCC1=O)Nc1ccc2c(c1)CN(C(=O)c1cccs1)CC2	i	0.073	58
CN1CCN(NC(=O)c2nc(-c3cnccn3)no2)CC1	i	0.19	63
CCc1nc2sc(C(c3ccc(Cl)cc3)N3CCCCC3)c(O)n2n1 (stereo not drawn)	i	0.094	52
O=C(Cn1cnc(-c2ccccc2)cc1=O)NC(c1ccccc1)c1ccccc1	i	0.082	47
O=C(NCCOc1ccc2nnc(-c3ccccc3)n2n1)Nc1ccccc1	i	0.076	39
O=C(Cc1cc(-c2cc3ccccc3o2)on1)Nc1ccc2c(c1)OCO2	i	0.079	44
Cc1cc(C)cc(C(=O)N2CCN(c3nccn3-c3ccccc3F)CC2)c1	i	0.053	37
CCOC(=O)C(CC)n1cnc2sc(C(=O)OC(C)C)c(C)c2c1=O (stereo not drawn)	i	0.055	62
Cc1nccn1-c1ccc(N2CCCC(C(=O)NCc3ccc(F)cc3)C2)nn1 (stereo not drawn)	i	0.053	55
Cc1nc2ccc3nc(NC(=O)Cc4ccc(S(C)(=O)=O)cc4)sc3c2s1	i	0.12	63
COc1ccc(N2CC(C)Cn3c2nc2c3c(=O)n(C/C=C/c3ccccc3)c(=O)n2C)c(OC)c1 (stereo not drawn)	i	0.094	68
O=C1Cc2cc(NS(=O)(=O)c3ccc(Cl)s3)ccc2N1	i	0.081	61
O=C(NCc1ccco1)C1CCCN(C(=O)NC2CC2)C1 (stereo not drawn)	i	0.1	63

Part of the list above, with values under each structure.
Each structure is followed by: GluA2 TARP mod, GluA2 TARP mod agonism max-min, GluA2 TARP mod glutamate slope
Cc1ccc(Cn2c(=O)c3c(nc4oc(-c5ccc(F)cc5)cn43)n(C)c2=O)cc1
 : +, 0.11*, 70*
O=C(/C=C/c1ccco1)N1CCC(c2ccsc2)CC1
 : i, 0.11, 72
Cc1cc(N2CCN(c3ccccc3F)CC2)nc(-n2cc([N+](=O)[O-])cn2)n1
 : i, 0.04, 36
O=C(CN1C(=O)CCC1=O)Nc1ccc2c(c1)CN(C(=O)c1cccs1)CC2
 : i, 0.073, 58
CN1CCN(NC(=O)c2nc(-c3cnccn3)no2)CC1
 : i, 0.19, 63
CCc1nc2sc(C(c3ccc(Cl)cc3)N3CCCCC3)c(O)n2n1 (stereo not drawn)
 : i, 0.094, 52
O=C(Cn1cnc(-c2ccccc2)cc1=O)NC(c1ccccc1)c1ccccc1
 : i, 0.082, 47
O=C(NCCOc1ccc2nnc(-c3ccccc3)n2n1)Nc1ccccc1
 : i, 0.076, 39
O=C(Cc1cc(-c2cc3ccccc3o2)on1)Nc1ccc2c(c1)OCO2
 : i, 0.079, 44
Cc1cc(C)cc(C(=O)N2CCN(c3nccn3-c3ccccc3F)CC2)c1
 : i, 0.053, 37
CCOC(=O)C(CC)n1cnc2sc(C(=O)OC(C)C)c(C)c2c1=O (stereo not drawn)
 : i, 0.055, 62
Cc1nccn1-c1ccc(N2CCCC(C(=O)NCc3ccc(F)cc3)C2)nn1 (stereo not drawn)
 : i, 0.053, 55
Cc1nc2ccc3nc(NC(=O)Cc4ccc(S(C)(=O)=O)cc4)sc3c2s1
 : i, 0.12, 63
COc1ccc(N2CC(C)Cn3c2nc2c3c(=O)n(C/C=C/c3ccccc3)c(=O)n2C)c(OC)c1 (stereo not drawn)
 : i, 0.094, 68
O=C1Cc2cc(NS(=O)(=O)c3ccc(Cl)s3)ccc2N1
 : i, 0.081, 61
O=C(NCc1ccco1)C1CCCN(C(=O)NC2CC2)C1 (stereo not drawn)
 : i, 0.1, 63
